MITF inh: inhibitors of human MITF | O75030 | AlphaScreen MITF homodimerization, bead proximity signal | inhibition, % at 2.6 µM | actives 0.91% (n = 650,000) | AID 1259374; in the data active = inhibition above about 50%;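 also: 0% = vehicle wells with protein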
TEAD-YAP block: TEAD-YAP interaction inhibition; HEK-TIYL cells, TEAD-Gal4/YAP UAS-luciferase luminescence; inhibition, % at 9.12 µM; actives 1.4% (n = 640,000); AID 1259422; in the data active = inhibition above about 32%;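 also: 0% = median of test compound wells and 100% = reference inhibitor wells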
FBW7 activator: activators of human E3 ligase FBW7 | Q969H0 | AlphaScreen FBW7–phospho-cyclin E peptide binding, activator screen | normalized activity (activation), % at 26.1 µM | actives 0.13% (n = 650,000); in the data active = normalized activity above about 1.9%;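 also: purified mutant Fbw7 with reduced substrate affinity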
Target sequence (Q969H0 whole entry, looked up): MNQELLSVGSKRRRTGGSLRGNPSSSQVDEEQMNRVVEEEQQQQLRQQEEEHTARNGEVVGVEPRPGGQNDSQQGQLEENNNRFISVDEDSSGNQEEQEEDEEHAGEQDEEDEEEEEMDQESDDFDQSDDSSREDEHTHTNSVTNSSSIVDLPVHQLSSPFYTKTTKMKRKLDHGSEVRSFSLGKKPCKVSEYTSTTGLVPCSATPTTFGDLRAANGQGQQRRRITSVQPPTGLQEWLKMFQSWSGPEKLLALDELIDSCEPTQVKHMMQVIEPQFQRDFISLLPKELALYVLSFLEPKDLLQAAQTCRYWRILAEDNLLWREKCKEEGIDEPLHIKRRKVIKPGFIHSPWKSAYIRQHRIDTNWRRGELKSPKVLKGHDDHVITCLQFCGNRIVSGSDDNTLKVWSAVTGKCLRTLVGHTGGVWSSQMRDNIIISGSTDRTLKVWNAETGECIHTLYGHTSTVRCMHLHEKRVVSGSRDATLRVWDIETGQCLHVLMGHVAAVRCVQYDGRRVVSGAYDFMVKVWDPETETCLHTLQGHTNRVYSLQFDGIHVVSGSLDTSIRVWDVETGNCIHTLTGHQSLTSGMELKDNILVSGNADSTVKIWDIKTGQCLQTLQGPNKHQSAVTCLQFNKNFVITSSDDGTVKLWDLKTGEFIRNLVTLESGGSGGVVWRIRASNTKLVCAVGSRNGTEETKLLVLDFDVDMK
GPR151 ag: activators of human GPR151 | PathHunter beta-arrestin GPR151 cells, luminescence | actives 1% (n = 650,000) | activation, % at 11.2 µM | Q8TDV0; in the data active = activation above about 4.9%;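 also: 0% = median of compound wells and 100% = cells with positive control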
* = called active by the depositor. Outcome played no part in choosing rows; 3.4% or so of the library scored in one or more.

SMILES	MITF inh	TEAD-YAP block	FBW7 activator	GPR151 ag
NC(=O)c1n[nH]c2c([N+](=O)[O-])[nH]nc12	-2.5	-1.1	0.0	-1.4
Cc1ncc(CN2CCOc3ccc(C4=Cc5ccccc5C4)cc3C2)[nH]1	3.3	-13.3	-0.1	0.4
CCOc1ccccc1-n1c(=S)sc2c(=O)n(-c3ccccc3F)c(SC)nc21	-14.4	0.7	-0.1	-0.2
COc1cccc(/C=C2\SC(=S)N(C(CCC(=O)O)C(=O)O)C2=O)c1OC (stereo not given)	-13.3	-0.9	-0.5	-0.4
O=C(c1cccnc1)N1CCN(Cc2cccc(Br)c2)CC1	65.1*	1.3	-0.2	3.3
C=CCN1CCN(C(c2ccccc2F)c2nnnn2Cc2ccc(OC)cc2)CC1 (stereo not given)	-4.2	-1.5	0.1	-0.4
Cc1nnc(NC(=O)CCC2CCCCC2)s1	-0.3	-10.7	0.4	1.1
Cc1ccc(NC(=O)CS(=O)CC(=O)N2CCN(c3ccccc3)CC2)cc1Cl (stereo not given)	14.2	-2.4	-0.1	0.1
N#CCNC(=O)c1ccc([N+](=O)[O-])cc1	-6.8	-4.8	0.0	0.1
COc1ccc(C2C(C#N)=C(N)Oc3n[nH]c(-c4ccccc4)c32)c(OC)c1OC (stereo not given)	6.2	2.9	-0.1	-0.7
COC(=O)C1=CN(C2CCCC2)C=C(C(=O)OC)C1c1ccccc1C(F)(F)F	-7.6	2.8	0.7	0.0
COc1cc(Cl)ccc1NC(=O)c1cnn2c(C(F)(F)F)cc(-c3cccs3)nc12	-5.7	-3.2	0.0	0.2
CC1CCCCC1n1c(SCc2cc(=O)n3ccsc3n2)nnc1-c1cccnc1 (stereo not given)	15.6	2.9	0.0	1.3
COc1cc(NC(=O)Cc2cn(-c3ccc(Nc4ccc(-n5ccnc5)cc4)nn3)c3ccccc23)cc(OC)c1OC	15.9	4.5	-0.1	-0.2
CCCCc1ncc(CN2CCC(C3(CCCc4ccccc4)NC(=O)NC3=O)CC2)[nH]1 (stereo not given)	1.7	-1.3	-0.1	2.4
O=C(O)CCC(=O)Nc1nccc2cccnc12	-0.6	-8.7	0.0	-1.7
O=C(/C=C(\c1ccc(Cl)cc1)n1cncn1)c1ccccc1	-11.5	11.1	-0.1	0.7
O=[N+]([O-])c1cccc(-c2ccc(SCc3cccnc3)nn2)c1	-0.6	-37.3	0.3	-0.4
COc1ccn2c(C3CCN(C(C)=O)CC3)nc(-c3cccs3)c2c1	5.7	-21.8	-1.1	-1.0
O=c1c2c3c(sc2nc2c4ccccc4c(Cl)nn12)CCCCC3	-3.7	-5.5	0.0	-0.3
COCCNc1nc2ccccc2n2cnnc12	0.7	2.3	0.2	0.0
O=C(CCC1CCCC1)Nc1ccccn1	-3.3	-20.7	0.1	-1.0
CCOC(=O)c1sc2nc(C)nc(Nc3ccc(Oc4ccc(Cl)cc4)cc3)c2c1C	-7.6	6.4	-0.1	4.7
CCCCn1c(=O)n(C)c(=O)c2c(C(=O)OC)cc(-c3ccccc3OC)nc21	-2.3	2.1	0.4	-0.2
CC1=C(C(N)=O)C(c2cccs2)NC(=O)N1 (stereo not given)	-9.5	-12.6	0.1	-1.2
Cc1ccc(NC(=O)CSc2n[nH]c(-c3ccccc3O)n2)c(C)c1	14.2	23.5	-0.2	1.2
Cc1onc(-c2c(Cl)cccc2Cl)c1C(=O)N1CCN(C)CC1	7.5	-0.7	0.0	-1.4
O=C(CSc1ccc2nnc(-c3cccnc3)n2n1)Nc1ccc(Br)cc1	-5.2	-6.4	-0.1	-0.4
CCOC(=O)N1CCC(NC(=O)c2ccc3nc(N4CCC(C)CC4)sc3c2)CC1	30.0	2.8	0.2	1.1
CCCn1nnnc1SCC(=O)c1cccc(OC)c1	-0.4	-12.0	-0.1	0.1
COc1ccc(-n2nc3c(c2NC(=O)c2c(-c4ccccc4Cl)noc2C)CS(=O)(=O)C3)cc1	11.9	-4.7	0.9	0.2
COc1ccccc1N1CCN(C(=O)c2ccc[nH]c2=S)CC1	-11.5	-4.7	0.0	-1.8
COc1cccc(NC(=O)CCC2CCN(C(=O)c3cccnc3SC)CC2)c1	3.7	-3.0	0.0	-0.4
CCOCCOC(=O)C1=C(C)NC2=C(C(=O)CC(C)(C)C2)C1c1cccs1 (stereo not given)	2.6	1.3	0.4	-0.4
COc1ccc(OC)c(NC(=O)CSc2ncnc3c2nnn3-c2ccc(C)cc2)c1	8.5	8.8	0.0	0.1
CCSc1nc(C)c(C(C)=O)cc1C#N	12.1	-2.1	0.1	0.7
O=C(C1CCCC1)N(c1ccc(Cl)cc1)C1C=CS(=O)(=O)C1 (stereo not given)	4.2	9.5	0.0	1.9
C=CCOC(=O)C1=C(C)NC(SCC(N)=O)=C(C#N)C1c1ccc(C)cc1 (stereo not given)	8.9	-9.8	0.2	0.3
Cc1ccc(-c2csc(C3C(N)=NC(S)=C(C#N)C34CCCCC4)n2)cc1 (stereo not given)	-1.5	-7.5	-0.2	0.9
CC(=O)C1=C(C)OC(N)=C(C#N)C1c1ccc(Cl)cc1 (stereo not given)	4.1	2.2	0.0	-1.1
CCOC(=O)Cc1csc(=N)n1CC(=O)Nc1c(CC)cccc1CC	-14.1	-1.1	0.0	1.4
O=C(Nc1ccc(F)cc1F)NC1(C(=O)NCc2ccco2)CCCCC1	-6.6	-5.2	-0.3	2.9
O=C(Oc1cccc(NC(=O)c2ccco2)c1)c1ccc(Br)c(S(=O)(=O)N2CCCCC2)c1	-5.9	-9.6	-0.3	1.2
COc1cc(C(=O)NC(=S)Nc2ccccc2C(=O)O)cc(OC)c1OC	-10.6	-5.7	-0.1	-1.4
O=C(CN1C(=O)CNC1=O)OCCSc1cccc(C(F)(F)F)c1	9.1	1.1	0.0	2.4
COc1cccc(OC)c1C(=O)Nc1sc(C)c(C)c1C(N)=O	-10.9	-5.5	0.0	-0.6
COc1ccc(NC(=O)COC(=O)c2cc(Cl)cc(Cl)c2N)c(OC)c1	22.1	-10.1	0.1	-1.2
Cc1onc(-c2ccccc2Cl)c1C(=O)N1CCN(c2ncccn2)CC1	7.3	-2.1	-0.1	0.2
COc1ccc(/C(N)=N/OC(=O)c2ccc(C)c([N+](=O)[O-])c2)cc1OC	4.5	-1.3	0.1	0.4
Cn1ccc2cc(-c3cncc(C(=O)NCCN4CCOCC4)c3)ccc21	2.1	-0.3	0.1	1.4
CC1=NNC(=O)C(CC(=O)Nc2ccc(I)cc2)C1 (stereo not given)	14.1	2.5	0.0	0.1
O=C(O)C1CCN(C(=O)c2cc3sccc3n2Cc2ccc(F)cc2)CC1	7.7	-3.3	0.6	-1.0
O=C(Cc1n[nH]c(=O)[nH]c1=O)N/N=C/c1ccc(O)cc1	10.6	10.8	0.4	0.5
CCOc1ccc2cccc(NC(=O)c3cc(-c4ccccc4)on3)c2n1	5.5	0.8	0.1	-0.3
CC(C)N1C(=O)C(O)(CC(=O)c2ccc(Br)s2)c2ccccc21 (stereo not given)	2.5	-5.1	-0.2	0.3
Nc1cccc(-c2cnc3c(Nc4ccccc4Oc4ccccc4)nccn23)c1	-12.2	-4.3	-0.1	0.8
Cc1cccc(NC(=O)c2cc(S(=O)(=O)N3CCOCC3)ccc2F)c1C	11.1	-9.5	0.2	0.7
O=C(NCCn1ccc2ccccc21)c1cccc(Cl)c1	14.8	-21.9	-0.1	0.4
COc1ccc(-c2noc(CN(C)CC(O)c3ccccc3)n2)c(OC)c1OC (stereo not given)	6.6	0.0	-0.1	0.5
CCOc1ccc(C2CC(=O)NC(SC)=C2C#N)cc1 (stereo not given)	-0.4	-4.0	0.0	1.4
More results:
SMILES	MITF inh	TEAD-YAP block	FBW7 activator	GPR151 ag
O=C(CSc1nnc(-c2cccnc2)o1)c1ccc2ccccc2c1	0.4	-2.2	0.0	-0.3
O=S(=O)(Cc1cccc(F)c1)c1c[nH]c2ccccc12	-0.3	1.1	-0.1	0.6
COc1ccc(Br)cc1C1C(C(=O)OC2CCCCC2)=C(C)NC2=C1C(=O)CCC2 (stereo not given)	-16.4	10.0	0.0	4.1
CC(CCc1ccccc1)NC(=O)c1cnccn1 (stereo not given)	-2.0	-42.5	-0.1	-1.3
Cc1cc(Nc2nc3ccccc3n3c(C)nnc23)ccc1Br	-2.1	-2.2	-0.1	3.2
COc1ccc(NC(=O)c2cc3cccc(OC)c3oc2=O)cc1OC	0.5	-0.4	-0.1	-1.5
CCOC(=O)c1ccc(NC(=O)Nc2ccc(S(N)(=O)=O)cc2)cc1	7.1	11.7	0.0	0.0
COC(=O)c1cc(NC(=O)CN2C(=O)c3ccccc3S2(=O)=O)ccc1Cl	7.7	3.7	0.0	-0.8
CCc1c(C(=O)Nc2cccc(SC)c2)[nH]c(C)c1C(C)=O	-4.1	-22.7	-0.1	1.5
COc1ccc(N2CCN(C(=O)c3sc4ncnc(N5CCN(c6ccccc6F)CC5)c4c3C)CC2)cc1	14.6	-0.8	-0.1	0.3
Cc1nc2ncnn2c(C)c1CCC(=O)Nc1csc(N)n1	4.4	-3.8	0.8	-0.9
CCCN(CCC)CCN1C(=O)C2C(C(=O)Nc3cccc(Cl)c3)C3C=CC2(O3)C1C(=O)NC1CCCC(C)C1C (stereo not given)	-9.0	4.5	-0.2	-1.1

Full records, quoted from the list. Values in the order: MITF inh	TEAD-YAP block	FBW7 activator	GPR151 ag
COC(=O)c1cc(NC(=O)CN2C(=O)c3ccccc3S2(=O)=O)ccc1Cl is entered as 7.7	3.7	0.0	-0.8
O=S(=O)(Cc1cccc(F)c1)c1c[nH]c2ccccc12 is entered as -0.3	1.1	-0.1	0.6
CCCN(CCC)CCN1C(=O)C2C(C(=O)Nc3cccc(Cl)c3)C3C=CC2(O3)C1C(=O)NC1CCCC(C)C1C (stereo not given) is entered as -9.0	4.5	-0.2	-1.1
CCc1c(C(=O)Nc2cccc(SC)c2)[nH]c(C)c1C(C)=O is entered as -4.1	-22.7	-0.1	1.5
Cc1nc2ncnn2c(C)c1CCC(=O)Nc1csc(N)n1 is entered as 4.4	-3.8	0.8	-0.9

Other results
SMILES	MITF inh	TEAD-YAP block	FBW7 activator	GPR151 ag
COC(=O)c1cc(C(=O)Oc2c(C=O)cccc2OC)cc([N+](=O)[O-])c1	-8.4	-11.3	0.5	0.2
COc1ccc(OC)c(S(=O)(=O)Nc2cccc(-c3nc4cccnc4s3)c2)c1	-15.5	-14.4	0.8	-0.5
COc1ccc(-c2c(=O)n(OCc3ccccn3)c3ccccc3[n+]2[O-])cc1OC	4.7	-9.9	-0.1	-0.6
CCCC1CC(C(=O)NC2(C(C)OC(C)=O)OC(SC)C(OC(C)=O)C(OC(C)=O)C2OC(C)=O)N(C)C1 (stereo not given)	0.2	2.3	-0.1	0.5
CCOC(=O)c1c(C)c(C(=O)NC(C)COC)c(C)n1C (stereo not given)	-15.6	-11.5	-0.1	-0.5
COc1cc(CNC23CC4CC(CC(C4)C2)C3)ccc1OCC(=O)NC(C)(C)C	11.3	1.4	0.0	-0.3
CCOc1ccc(NC(=O)c2ccnc(N3CCCC3)c2)cc1	6.0	2.9	0.3	-0.6
COC1CCC(C(=O)N2CCC(O)(c3cccnc3)CC2)CC1 (stereo not given)	2.3	8.1	0.3	2.5
CC(C)NC(=O)c1cnn2c1NC(c1ccc(F)cc1)CC2C(F)(F)F (stereo not given)	3.8	-1.3	0.0	1.2
CC(C)(C)NC(=O)Cn1c(Cl)nc2ccccc21	3.6	7.6	0.5	0.3
Cc1ccc(N(CCOC(=O)c2ccc(Br)cc2)S(=O)(=O)c2ccc(NC3=NS(=O)(=O)c4ccccc43)cc2)cc1	5.8	0.8	0.1	-0.5
CC(=O)Nc1cc2c(ccc3ccccc32)oc1=O	2.6	-7.5	0.0	1.5
Cc1cc(C(=O)CC#N)c(C)n1CCc1ccccc1	8.7	3.4	-0.1	0.8
Nc1ncnc(Nc2c(F)cccc2F)c1[N+](=O)[O-]	11.1	4.2	0.1	-0.4
CN(Cc1nc(-c2ccc(Cl)cc2)no1)C(=O)NC1CCCCC1	2.8	-6.3	0.2	-0.2
COCCCNC(=O)C1c2cc(OC)c(OC)cc2C(=O)N(C)C1c1cccnc1 (stereo not given)	-0.4	5.8	0.1	-0.1
CCOC(=O)c1c(NC(=O)CSc2nc(C)nc3sc4c(c23)CCCC4)sc2c1CCC2	5.7	-3.7	-0.1	-0.4
COc1cc(NC(=O)CN2C(=O)NC(CC(C)C)C2=O)cc(OC)c1 (stereo not given)	11.9	-8.4	0.1	1.2
CCc1nc2ccccc2n1CC(O)COc1ccccc1Cl (stereo not given)	8.8	0.9	0.4	-2.1
CC1CC(C)CN(S(=O)(=O)c2ccc3oc(=O)ccc3c2)C1 (stereo not given)	0.1	9.4	-0.1	1.0
COc1nc(N2CCCCCC2)nc(N2CCCCCC2)n1	-1.4	7.5	0.5	-1.8
Cc1ccc(CN2CCC(N3CCC(C(=O)N4CCCC4)CC3)CC2)cc1C	-2.4	17.0	0.1	-0.1
CCNc1nc(NCC)n2c(SCC(=O)Nc3cccc(C)c3)nnc2n1	-1.9	-12.1	0.0	-1.8
COc1ccc(C2C(C(=O)OCCOc3ccccc3)=C(C)NC3=C2C(=O)CC(C)(C)C3)cc1O (stereo not given)	6.2	-1.6	0.0	1.6
CCOC(=O)c1cnc(SCc2nc(-c3ccccc3Cl)oc2C)nc1N	18.8	8.6	0.3	0.7
O=C(CC1C(=O)NCCN1C1CCCC1)NCCCn1ncc2ccccc21 (stereo not given)	-1.7	9.0	0.0	1.1

High-throughput results as filed in PubChem BioAssay.
